EWS-Fli inh = blocks EWS/Fli oncoprotein-driven transcription. A673 NR0B1-luciferase reporter, viability-normalised. inhibition, % at 12.6 µM. actives 0.67% (n = 350,000). AID 651661;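 active means mean inhibition of at least 50% after viability correction, with every replicate also passing that limit; inconclusive means mean reaches 50% but only one of two replicates passes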;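 further: firefly luciferase signal divided by Alamar Blue viability fluorescence both relative to DMSO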
LGR2 inh = blocks bursicon-induced cAMP signaling via Drosophila LGR2; HEK293 LGR2, CRE-luciferase, bursicon-stimulated, 4 h; inhibition, % at 9.99 µM; actives 0.35% (n = 380,000);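 active means drop in luminescence signal, shown as inhibition above about 50% in the replicate tests, limit read from the data, passing the limit was not always enough; inconclusive means probably only some replicates passing the limit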;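 further: agonist challenge used bursicon conditioned medium at about half maximal strength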
DENV2 CPE rescue = inhibitors of DENV2 cytopathic effect; DENV2-infected cells, cytopathic effect rescue, plate reader; CPE inhibition, % at 9.99 µM; actives 1.7% (n = 350,000); in the data active means CPE inhibition above about 20%, passing the limit was not always enough; inconclusive means no clear call, values can overlap the other calls; tested in BHK-21 cells;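 further: 0% = median of neutral control wells and 100% = median of positive control wells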
PAX8 inh HTS = PAX8 transcriptional activity inhibition; RMG-I TPO-luciferase reporter, SteadyGlo, 24 h; inhibition, % at 12.6 µM; actives 1.2% (n = 360,000); AID 652154;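 active means mean replicate inhibition at least 60% with every replicate also reaching 60%; inconclusive means only one of the two criteria is met; inactive means mean below 60% and not all replicates reaching 60%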;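 further: luciferase light reporting Pax8 driven TPO promoter activity; plate controls were median of neutral control wells for no effect and mitoxantrone controls for full effect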
SIRT5 block = inhibitors of human sirtuin-5 desuccinylase; Q9NXA8; actives 1.1% (n = 330,000); AID 652115; Purified SirT5, succinyl-peptide AMC, trypsin-coupled fluorescence; inhibition, % at 15 µM; in the data active means inhibition above about 15%; inconclusive means no clear call, values can overlap the other calls
Target sequence (Q9NXA8 whole entry, looked up): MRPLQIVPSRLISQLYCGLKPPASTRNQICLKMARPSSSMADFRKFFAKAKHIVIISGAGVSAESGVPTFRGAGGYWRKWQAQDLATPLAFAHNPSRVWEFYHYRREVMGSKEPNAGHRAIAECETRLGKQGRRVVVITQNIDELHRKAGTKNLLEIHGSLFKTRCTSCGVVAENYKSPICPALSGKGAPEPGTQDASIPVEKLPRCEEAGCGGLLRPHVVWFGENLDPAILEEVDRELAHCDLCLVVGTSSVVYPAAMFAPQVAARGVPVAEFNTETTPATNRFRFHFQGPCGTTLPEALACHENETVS
ARNT TACC3 PPI = ARNT/TACC3 interaction disruption. Q9Y6A5. AlphaScreen His-ARNT PAS-B/GST-TACC3 binding, luminescence; TACC3 fragment carries E629A point mutation. inhibition, % at 9.99 µM. actives 0.66% (n = 390,000);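 active means mean inhibition of replicates at least 50% and at least half of replicates each reaching 50%; inconclusive means half or more replicates reach 50% but mean below 50%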;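 further: 0% = complete ARNT plus TACC3 wells and 100% = ARNT alone without TACC3; many hits fall short of the cut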
CASP6 VEID inh = caspase-6 (human) enzyme inhibition. P55212. purified caspase-6, Z-VEID-R110 cleavage fluorescence. inhibition, % at 12.5 µM. actives 0.53% (n = 350,000). AID 686996;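 active means mean inhibition across replicates at least about 35%, with every replicate also reaching that limit, limit read from the data; inconclusive means only one of the two criteria met; inactive means neither criterion met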;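 further: 0% = median of neutral control wells and 100% = no fluorescence left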
Target sequence (P55212 24-179 limits assumed): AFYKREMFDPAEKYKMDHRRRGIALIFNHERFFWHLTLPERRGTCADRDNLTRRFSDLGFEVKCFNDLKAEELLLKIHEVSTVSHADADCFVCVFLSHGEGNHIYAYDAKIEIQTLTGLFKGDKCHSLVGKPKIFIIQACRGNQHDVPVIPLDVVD
Target sequence (P55212 194-293 limits assumed): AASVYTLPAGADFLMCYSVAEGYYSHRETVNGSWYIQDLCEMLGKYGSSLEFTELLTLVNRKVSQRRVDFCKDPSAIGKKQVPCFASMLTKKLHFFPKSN
The depositor's hits bear a star; u = inconclusive; x = no result given.

structure	EWS-Fli inh	LGR2 inh	DENV2 CPE rescue	PAX8 inh HTS	SIRT5 block	ARNT TACC3 PPI	CASP6 VEID inh
COCCCNc1nc(N)c([N+](=O)[O-])c(Nc2cc(OC)ccc2OC)n1	-10.9	-2.5	-0.4	20.6	0.3	1.7	-0.2
C=CCOC(=O)C(=O)/C=C/c1ccc(OC)cc1	-4.0	x	6.9	4.3	0.3	x	1.8
COc1ccc(C(=O)Nc2ccc3nc(C)sc3c2)cc1S(=O)(=O)N1CCOCC1	-1.9	6.5	u	6.4	3.2	x	-0.4
O=C(Nc1ccccc1)[C@H]1[C@H](CO)[C@H]2Cn3c(ccc(C4=CCCC4)c3=O)[C@H]2N1Cc1cocn1	2.5	-4.5	3.2	x	4.0	3.4	0.6
CCC(=O)N[C@H]1C=C[C@@H](CC(=O)NCC2CCCCC2)O[C@H]1CO	-1.3	17.3	17.3	-10.5	-8.9	-16.2	3.7
CO[C@H]1CN(C)C(=O)c2cc(NC(=O)Nc3ccccc3F)ccc2OC[C@H](C)N(C)C[C@@H]1C	-2.1	5.6	-5.6	x	1.8	-2.1	x
CO[C@@H]1CN(C)C(=O)c2cc(NC(=O)C3CCC3)ccc2OC[C@@H](C)N(C(=O)NC(C)C)C[C@@H]1C	5.1	8.9	-0.2	1.8	-4.0	-10.2	7.2
CCN(CC)S(=O)(=O)c1ccc(N2CCOCC2)c(NS(=O)(=O)c2ccc(OC)cc2)c1	-29.0	-1.1	x	14.7	-9.2	4.4	0.4
CC(=O)NC(CC(=O)Nc1ccc(S(=O)(=O)NC2=NCCCCC2)cc1)c1ccccc1 (centres undefined)	3.3	9.7	-2.4	7.7	-2.0	-0.9	-2.2
Cc1ccc(C)c(S(=O)(=O)NNC(=O)Nc2ccccc2Cl)c1	3.8	1.1	-2.5	-14.6	-2.8	-18.4	-0.2
CC(Nc1ccc2c(c1)OCCO2)C(=O)N1CCc2ccccc21 (centres undefined)	-20.3	-21.7	8.7	-52.8	-4.6	22.2	-1.5
Cc1noc(C)c1S(=O)(=O)Nc1ccc2c(c1)C(=O)N([C@@H](C)CO)C[C@@H](C)[C@@H](CN(C)C(=O)C1CCCCC1)OCCCC[C@@H](C)O2	2.9	-9.4	-11.7	24.7	2.8	12.8	-2.8
O=C(NCCCN1CCOCC1)c1cccc(S(=O)(=O)NCc2ccccc2)c1	0.2	-3.8	-0.2	-12.3	-1.9	-16.9	-178.6
O=C(Cc1ccccc1)N1C[C@H]2[C@@H](c3ccccc31)[C@@H](CO)N2C(=O)c1cccc(F)c1	0.5	-2.9	36.9*	7.2	-0.6	1.7	5.0
COc1ccc(NC(=O)COc2coc(CN3c4ccccc4CC3C)cc2=O)cc1 (centres undefined)	7.1	4.5	0.9	-5.9	-4.8	-2.4	-1.1
CC12CC3CC(C)(C1)CC(C(=O)NC(=S)N1CCOCC1)(C3)C2	x	-4.4	x	x	x	-0.5	0.0
CN1CCC[C@H]1CCNc1ccc2c(=O)c3ccccc3n(C)c2c1	-152.4	-48.4	4.6	-336.3	-30.3	6.9	-34.3
O=C(C[C@H]1C=C[C@H](NC(=O)c2ccc3c(c2)OCO3)[C@H](CO)O1)NCc1ccc(Cl)cc1	-13.5	-0.1	-13.1	x	-1.9	x	1.4
CO[C@@H]1CN(C)C(=O)c2ccc(NC(=O)NC(C)C)cc2OC[C@@H](C)N(C(=O)CN(C)C)C[C@H]1C	-6.5	-5.2	-9.2	-7.2	11.7	0.5	-0.7
CCN(CC)c1ccc(C(=O)NNC(=O)CNC(=O)c2ccco2)cc1	-2.7	14.0	17.1	-8.1	1.8	6.7	-1.7
COc1ccc(S(=O)(=O)n2c([N+](=O)[O-])cnc2C)c(C)c1C	11.5	-11.1	-3.4	23.8	8.7	-3.7	3.9
Cc1cccc(C)c1NC(=O)C(c1ccc(C#N)cc1)n1c(=O)c(-c2ccccc2)nc2ccccc21 (centres undefined)	16.1	-1.2	-2.9	14.1	-3.3	x	0.6
COc1cc(Cl)ccc1OCc1cc(C(=O)N2C[C@]3(C)C[C@H]2CC(C)(C)C3)no1	-68.5	-58.7	u	-125.7	-3.2	-11.5	-0.2
COc1ccc(C)cc1S(=O)(=O)Nc1cccc(C)c1	-0.6	16.1	-4.1	-6.9	-4.1	-3.8	0.5
COc1ccc(C=CC(=O)c2c(OC)cc(OC)c(OC)c2O)cc1	-5.7	38.4	-2.2	-4.4	0.9	-4.7	0.9
CN(CC(=O)Nc1ccccc1Br)C(=O)c1ccccc1OCc1ccc(Cl)cc1	-1.9	11.5	6.7	14.9	-8.5	-1.0	-83.4
Cc1cc(OCC(=O)OCC(=O)NC2CCCCC2C)ccc1Cl (centres undefined)	-4.5	-2.7	-1.0	-10.6	-4.4	0.6	-5.2
O=S1(=O)CC(N2CCCC2)CN1Cc1cn(Cc2ccc(C(F)(F)F)cc2)nn1 (centres undefined)	-1.7	-12.6	0.9	-8.5	-3.5	x	-0.8
Cc1ccc(NC(=S)NC(=O)c2ccccc2)cc1NC(=S)NC(=O)c1ccccc1	-58.8	-47.0	-1.5	-27.9	-3.9	-8.2	1.0
COc1ccc(Br)cc1CN(C)CC(O)COc1ccc(Br)cc1 (centres undefined)	8.8	-13.6	3.1	11.3	-5.7	x	-4.2
CS(=O)(=O)Nc1ccc(C(=O)NCCSCc2c(F)cccc2Cl)cc1	4.3	17.3	-1.7	-8.9	0.5	x	1.9
CC(=O)N1[C@@H]2CN(S(=O)(=O)c3ccccc3F)c3ccccc3[C@@H]2[C@@H]1CO	-6.9	-13.0	7.9	-40.0	6.4	0.4	-1.0
O=C(Nc1ccc(Cl)cc1)N1CCN(Cc2ccc3c(c2)OCO3)CC1	-13.1	-11.9	9.6	-7.2	1.0	2.0	24.8
COc1ccc(N2CCN(c3cc(=O)n(Cc4ccc(F)cc4)c(=O)[nH]3)CC2)cc1	4.2	11.7	-7.0	18.0	3.8	-2.8	-1.9
CCCNC(=O)N1[C@H](C#N)[C@@H](c2ccccc2-c2ccc(F)cc2)[C@@H]1CO	4.8	0.9	0.3	-2.2	-3.7	x	0.7
NC(=O)C1CCN(C(=S)NCc2ccc3c(c2)OCO3)CC1	8.2	6.7	x	-9.0	-4.6	x	-6.0
O=C(Nc1ccc(N2C(=O)c3cccc4cccc(c34)C2=O)cc1)c1ccc(N2CCCCC2)c([N+](=O)[O-])c1	x	-3.6	x	3.0	x	-6.4	x
O=C1N=c2ccc([N+](=O)[O-])cc2=C1c1sc(=O)[nH]c1O	-28.1	-3.2	-4.3	3.7	5.0	27.6	-2.2
NS(=O)(=O)c1ccc(CCNC(=O)CSc2nc3ccccc3c(=O)n2CCC(=O)N2CCCCC2)cc1	7.2	6.4	3.2	4.6	0.8	-5.0	x
CN(C)C(=O)C[C@@H]1CC[C@H](NS(=O)(=O)c2ccccc2)[C@@H](CO)O1	5.7	21.2	-3.0	2.5	2.6	-11.1	5.3
Cc1ccc(S(=O)(=O)N(C)C[C@H]2Oc3ccc(NS(=O)(=O)c4cccs4)cc3C(=O)N([C@@H](C)CO)C[C@@H]2C)cc1	7.4	-28.0	-6.6	-30.6	-0.7	-13.3	3.1
O=C(COC(=O)c1ccc([N+](=O)[O-])o1)NCc1ccc(F)cc1	-2.0	-4.4	-5.9	-1.3	-0.4	37.5	52.5*
COc1ccc(OCC(=O)OC2CCCN(C)C2)cc1 (centres undefined)	5.2	1.7	3.8	-2.9	0.1	-6.8	-0.4
CC1(C)CC(NS(=O)(=O)c2ccc3ccccc3c2)CC(C)(C)N1	10.9	9.2	4.7	3.1	-2.9	27.0	-4.6
O=C(O)CSCC(=O)N1CCCN(c2nccc(C(F)(F)F)n2)CC1	17.5	-39.1	-4.3	-4.2	-4.1	-23.5	-2.2
COc1ccc(CC(=O)NCc2nnc(SCC(=O)Nc3ccc(OC)cc3)n2C)cc1	2.1	-7.8	7.1	-6.9	-0.9	x	3.0
CCN(CC)c1ccc(C(=O)NC(=S)Nc2cc(S(=O)(=O)N3CCOCC3)ccc2-n2cncn2)cc1	x	-25.7	x	15.7	x	-6.4	x
C#CCOCCOCCOCCNc1nc(N2CCN(C(=O)CCCCCCCCCCNC(=O)Cn3cc(C[C@@H](C)O)nn3)CC2)nc(N2CCN(C(=O)CCCCCCCCCCNC(=O)[C@H](CO)n3cc(CCCSC)nn3)CC2)n1	58.4*	-9.3	u	38.7	19.5*	-4.5	-0.5
Cc1cccc(N2CCN(C(=O)CN3C(=O)NC4(CCCCCC4)C3=O)CC2)c1C	-8.0	12.1	-2.7	10.9	-0.7	2.1	-2.2
Cc1ccccc1N1CCN(C(=O)c2cc(-c3ccccc3)nc3c2cnn3C(C)C)CC1	-1.3	4.8	8.5	14.7	x	x	-1.2

Carrying on:
structure	EWS-Fli inh	LGR2 inh	DENV2 CPE rescue	PAX8 inh HTS	SIRT5 block	ARNT TACC3 PPI	CASP6 VEID inh
O=C(O)c1cc(-n2cccc2)ccc1N1CCOCC1	9.3	12.2	-1.1	5.6	-1.7	x	-1.4
C[C@@H]1CCCCO[C@H](CN(C)Cc2ccc(C(=O)Nc3ccccc3N)cc2)[C@@H](C)CN([C@H](C)CO)C(=O)c2cc(NS(=O)(=O)c3ccc(Cl)cc3)ccc2O1	61.1*	10.3	1.4	38.4	3.2	3.6	0.1
Cc1ccc(OCC(=O)Nc2ccc(C)c(F)c2)c([N+](=O)[O-])n1	-105.2	-11.5	9.2	-192.3	-2.0	10.7	-0.5
CCCC(=O)Nc1ccc2c(c1)C(=O)N(C)C[C@@H](OC)[C@H](C)CN(C(=O)c1cccnc1)[C@H](C)CO2	2.6	4.0	2.5	-11.0	-4.2	4.3	-1.7
C/C(N)=C(/C#N)C(=O)CSc1nc(-c2ccccc2)c(-c2ccccc2)o1	15.6	2.4	2.5	-12.3	0.2	-1.2	0.3
Cc1ccc(S(=O)(=O)Nc2ccc3c(c2)C(=O)N([C@@H](C)CO)C[C@H](C)[C@H](CN(C)C(=O)Nc2ccc(C(F)(F)F)cc2)O3)cc1	1.1	5.1	-3.8	x	6.4	-5.2	0.0
NS(=O)(=O)c1ccc(NC(=O)COC(=O)CCCN2C(=O)c3cccc4cccc(c34)C2=O)cc1	4.5	-11.2	-4.9	7.4	-2.7	-0.7	1.2
CN1CCN(C(=O)C23CCC(C)(C(=O)C2Br)C3(C)C)CC1 (centres undefined)	-1.3	-2.1	-1.9	19.6	-5.1	-1.8	0.7
CO[C@@H]1CN(C)C(=O)c2cc(NC(=O)c3nc4ccccc4s3)ccc2OC[C@@H](C)N(Cc2ccccc2)C[C@H]1C	11.8	-11.3	-2.4	11.5	x	4.3	1.2
O=C(CSC1=NS(=O)(=O)c2ccccc2N1)Nc1ccccc1F	1.1	5.5	-1.0	-1.9	-2.1	-3.8	-1.9
CCn1c(=O)cc(OCC(=O)NC2CC2)c2ccccc21	x	-16.1	-0.5	-20.7	-3.1	7.8	-2.4
CCc1ccc(S(=O)(=O)c2ccc(-n3nc(C)cc3N)cc2)cc1	52.8*	21.6	0.8	12.4	111.8*	-7.9	-0.4
O=C(C(=O)N1CCC(Cc2ccccc2)CC1)c1cccc(Br)c1	4.6	-15.9	x	-13.1	4.1	x	-1.6
COc1ccc(OCC(=O)OCC(=O)NCC2CCCCC2)cc1	-9.1	-5.3	u	-14.0	-0.7	x	1.5
CN1C(=O)c2cc(NC(=O)c3cccs3)ccc2OC[C@H]2O[C@H](CC(=O)N3CCOCC3)CC[C@H]21	-1.3	9.3	1.7	-8.9	1.8	-2.2	5.2
Cc1cc2nc(C(F)(F)F)cc(-c3cccs3)n2n1	-8.9	-26.5	-5.3	-4.6	-2.8	-6.8	9.8

Screens deposited in PubChem by Broad Institute.
